GALK inh = blocks human galactokinase activity; P51570; 0.007% of 270,000 active; Potency, µM (titrated, usually from 57.5 µM), for the others: at the highest dose activity change, negative = inhibition, hits mostly inhibitors; Purified GALK, Kinase-Glo residual ATP luminescence; note: potency is the fitted concentration of half-maximal effect; % is set by controls: 0 for no effect and ±100 for the full control effect
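Kinase-Glo Plus luminescence measured ATP left after a 1 h room-temperature reaction. The reaction used 5 nM GALK, 100 uM galactose and 35 uM ATP at pH 8.0 (20 mM HEPES, 5 mM MgCl2, 60 mM NaCl, 1 mM DTT, 0.01% BSA).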
Giardia killer = kills Giardia lamblia. Giardia lamblia trophozoite viability. activity change, % at 7.66 µM, hits read low. 0.15% of 340,000 active. AID 540267; in the data active = activity change below about -80%; inconclusive = between about -30% and that limit;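 note: parasites exposed to compound for two days anaerobically before the ATP read; % is set by controls: 0 for no effect and ±100 for the full control effect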
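Each well holds 100 Giardia trophozoites and compound. After two days (48 hrs) at 37 deg C in anaerobic conditions, ATP is quantified by luminescence.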
MLL CXXC-DNA inh = inhibitors of human MLL CXXC domain-DNA interaction | 0.037% of 290,000 active | AID 2662 | Q03164 | MLL-CXXC / FITC-HOXA9 DNA fluorescence polarization | Potency, µM (series often up to 115 µM), without a hit: at the highest dose activity change, negative = inhibition, actives largely listed as inhibitors; active = well fitted inhibition curve with a large enough effect in the polarisation, with a control signal flat, not every such curve was filed as active; inconclusive = small, poorly fitted or top-dose-only effect, or effect the other way, or a change in a side signal; inactive = no such curve, though single readings can be large or run the other way; the % refers to the polarisation; note: potency is the fitted concentration of half-maximal effect
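Steps: dispense CXXC domain solution (7 uM) → pin compounds or unlabeled HOX-A9 DNA control → 5 min ambient → add FLSN-HOX-A9 solution (50 nM) → spin → 30 min ambient → fluorescence polarization. Tris pH 7.5/NaCl/DTT/BSA buffer.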
KCNH2 3.1 block = inhibitors of human KCNH2 3.1 potassium channel isoform; U2OS KCNH2 3.1, thallium flux FluxOr; hits give low values; activity change, % (tested at about 1.8 µM); 0.95% of 340,000 active;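 active = maximum activity change below -70%; inconclusive = maximum activity change from -70% to -50%; inactive = maximum activity change above -50%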;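 note: thallium influx rate constant from kinetic fluorescence after stimulation buffer; % is set by controls: 0 for no effect and ±100 for the full control effect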
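Measured as rate of thallium-driven FluxOr signal in transduced U2OS cells carrying the 3.1 channel, read kinetically for 2 min upon stimulation; values are rate constants scaled to DMSO control wells.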
USP2a block = blocks human ubiquitin-specific protease USP2a; USP2 core, Ub-CHOP2 coupled fluorogenic reporter, 485/531; O75604; Potency, µM (top dose mostly 38.3 µM), for the others: top-dose activity change, negative = inhibition, usual class: inhibitors; 0.01% of 330,000 active;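 note: potency is the fitted concentration of half-maximal effect; plate controls were DMSO wells for no effect and full inhibition by NEM control for full effect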
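Deubiquitinase activity read as fluorescence (485/531 nm) after Ub-CHOP2 cleavage activates the enterokinase reporter on its substrate; USP2 core 10nM, Ub-CHOP2 and substrate 25nM each, 30min compound preincubation then 60min RT; data normalized to NEM, curves fitted.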
FBPA coupling cs = inhibits coupling enzyme system, counter-screen for aldolase hits; coupling enzyme system counterscreen, AmpLite Red fluorescence; 0.67% of 290,000 active; activity change, negative = inhibition, % at 58.2 µM, hits read low; AID 2472; in the data active = activity change below about -30%; note: % is set by controls: 0 for no effect and ±100 for the full control effect
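Counterscreen lacking aldolase: glyceraldehyde-3-phosphate coupling-enzyme reagent preincubated 10 min at RT with compound (at 57.5 uM final), then substrate/coupling system with AmpLite Red added; fluorescence read at 525/598 nm after 20 min RT.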
B2AR arrestin = agonists driving beta-arrestin recruitment to human beta2-adrenergic receptor | AID 492947 | Potency, µM (titrated, usually from 46.1 µM), for inactives: at the top dose activation, hits mostly activators | beta-arrestin recruitment to beta2AR, cell-based reporter | P07550 | 0.02% of 330,000 active;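 note: potency is the fitted concentration of half-maximal effect; 0% = DMSO controls and full agonism = EC100 isoproterenol or metaproterenol; nearly all actives have a fitted effect of over 65% in size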
Target sequence (P07550 whole entry, looked up): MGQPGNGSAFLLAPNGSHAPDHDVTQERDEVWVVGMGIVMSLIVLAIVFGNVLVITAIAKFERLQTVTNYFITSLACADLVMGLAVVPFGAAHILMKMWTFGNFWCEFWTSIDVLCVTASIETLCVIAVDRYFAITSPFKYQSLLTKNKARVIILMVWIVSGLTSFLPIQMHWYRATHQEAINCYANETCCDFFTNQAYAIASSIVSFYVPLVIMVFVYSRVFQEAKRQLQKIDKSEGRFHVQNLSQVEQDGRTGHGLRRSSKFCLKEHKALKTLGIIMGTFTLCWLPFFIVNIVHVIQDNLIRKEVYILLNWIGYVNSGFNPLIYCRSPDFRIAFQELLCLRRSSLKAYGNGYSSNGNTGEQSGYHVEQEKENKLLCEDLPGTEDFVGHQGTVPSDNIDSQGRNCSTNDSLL
Menin MLL FP TR = displaces Texas Red mutant MLL peptide from human menin; AID 1768; Potency, µM (series often up to 61.6 µM), inactives show at the highest dose FP activity change, negative = inhibition, actives largely listed as inhibitors; 0.23% of 270,000 active; Menin + Texas Red MLL mutant peptide, fluorescence polarization; O00255; active = well fitted inhibition curve with a large enough effect in the polarisation, with a control signal flat, not every such curve was filed as active; inconclusive = small, poorly fitted or top-dose-only effect, or effect the other way, or a change in a side signal; inactive = no such curve, though single readings can be large or run the other way; the % refers to the polarisation; note: potency is the fitted concentration of half-maximal effect; % of control where 0% means no effect; many of its hits are not listed in these tables
TRPV1 ag = human TRPV1 agonism | Q8NER1 | TRPV1-expressing cells, Fluo-8 calcium influx, agonist mode | activation, % at 8.33 µM | 0.19% of 320,000 active | AID 540275; in the data active = activation above about 80%; inconclusive = between about 30% and that limit; note: 0% is about no effect
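Cells expressing TRPV1 were dye-loaded with Fluo-8 and read kinetically: 10 s baseline, 3 min after compound (agonist portion), then 2 min after EC20 capsaicin (allosteric enhancer portion). Calcium-bound dye fluorescence at 480/520 nm.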
PKM2 act = activators of human pyruvate kinase M2 | P14618 | purified PKM2, Kinase-Glo ATP luminescence, activation; response scale: 0% is enzyme alone, no compound | Potency, µM (titrated, usually from 57.5 µM), without a hit: at the top dose activation, actives largely listed as activators | AID 1631 | 0.34% of 260,000 active; note: potency is the fitted concentration of half-maximal effect; % is set by controls: 0 for no effect and ±100 for the full control effect; nearly all actives have a fitted effect of over 55% in size
Target sequence (P14618 whole entry, looked up): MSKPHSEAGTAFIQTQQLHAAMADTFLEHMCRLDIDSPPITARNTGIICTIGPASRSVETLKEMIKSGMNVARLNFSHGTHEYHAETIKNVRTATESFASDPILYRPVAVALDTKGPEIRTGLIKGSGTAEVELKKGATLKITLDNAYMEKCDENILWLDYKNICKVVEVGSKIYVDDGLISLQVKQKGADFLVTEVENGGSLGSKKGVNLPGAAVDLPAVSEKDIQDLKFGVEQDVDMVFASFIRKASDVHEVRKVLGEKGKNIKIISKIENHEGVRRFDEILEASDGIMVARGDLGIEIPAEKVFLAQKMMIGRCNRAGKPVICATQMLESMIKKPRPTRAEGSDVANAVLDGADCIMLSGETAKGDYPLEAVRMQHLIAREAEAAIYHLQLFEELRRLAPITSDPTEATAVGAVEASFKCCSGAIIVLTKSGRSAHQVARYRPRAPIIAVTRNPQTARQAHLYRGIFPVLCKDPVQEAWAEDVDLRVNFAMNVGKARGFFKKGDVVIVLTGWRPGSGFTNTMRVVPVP
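ATP formation by purified human PK-M2, quantified via coupled luciferase luminescence after 1 h at room temperature with 0.1 mM ADP and 0.5 mM PEP final.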
hERG WT inh = inhibitors of human wildtype KCNH2 potassium channel. Q12809. activity change, % at 1.84 µM. 0.37% of 340,000 active. U2OS, BacMam KCNH2, thallium flux FluxOr; hits give low values;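 active = maximum activity change below -70%; inconclusive = maximum activity change between -70% and -50%; inactive = maximum activity change above -50%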; note: % is set by controls: 0 for no effect and ±100 for the full control effect
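U2OS cells were transduced with wild-type KCNH2 virus (2.03 x 10^8 / mL) for 4 h at room temperature, then cultured overnight at 37 C. Thallium flux was read with FluxOr dye. Rate constants were normalized to DMSO controls.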
* = called active by the depositor; ? = inconclusive; . = no result given; [ ] = another dose, or the depositor's remark. Unless noted, calls come from the whole dose curve; as a rule, active = well fitted curve in the direction sought with a large enough effect; inconclusive = small, poorly fitted or top-dose-only effect, or another doubt; inactive = no such curve, though single readings can be large; an effect the other way counts as inactive or inconclusive.

SMILES	GALK inh	Giardia killer	MLL CXXC-DNA inh	KCNH2 3.1 block	USP2a block	FBPA coupling cs	B2AR arrestin	Menin MLL FP TR	TRPV1 ag	PKM2 act	hERG WT inh
COc1nccc(Nc2ccccc2)c1C#N	4%	-7	-8%	.	2%	1	0.3%	0%	5	0%	3
COc1ccc(S(=O)(=O)/C(C#N)=C/Nc2ccc(NC(C)=O)cc2)cc1	.	-14	-5%	-20	-4%	1	-0.9%	-7%	-5	.	-3
Cc1ccc(Nc2cc(C)nc3nc(C)nn23)c(C)c1	.	0	-4%	2	1%	0	-0.7%	-16%	0	-4%	-3
C/C(N)=C(/C#N)C(=O)CSc1nc2ccccc2c(=O)n1Cc1ccc(F)cc1	.	-17	-12%	-3	-1%	-3	-0.7%	.	?	13%	-5
CCCCCCC/C=N/Nc1nnc(Cc2ccccc2)c(=O)[nH]1	1%	11	8%	-2	4%	-10	-0.6%	-2%	3	.	0
CCOC(=O)N1CCN(C(=O)CCn2nc(-c3ccc(Cl)cc3)ccc2=O)CC1	4%	4	-2%	-7	3%	1	5.3%	-22%	-1	-3%	10
COc1cccc(/C=N/n2c(COc3ccccc3)n[nH]c2=S)c1OC	-2%	8	3%	2	1%	5	-0.2%	19%	10	.	-25
NCCCC(=O)N1c2ccccc2Sc2ccccc21	2%	10	7%	9	0%	0	-0.2%	2%[11.7 µM]	.	-17%	-4
COc1ccccc1NC(=O)c1ccccc1-c1nc(-c2ccccc2OC)no1	-3%	-11	-3%	0	0%	-2	0.0%	11%	10	-17%	-3
CCN(CC(=O)NCCc1ccc(F)cc1)Cc1nc2ccccc2c(=O)[nH]1	1%	17	-17%	6	-1%	-1	-0.2%	.	8	-3%	12
O=C(NCc1cccs1)C1CCCN1C(=O)Nc1ccccc1Cl (stereo unspecified)	1%	-11	7%	-10	2%	-1	-1.0%	-14%	1	.	-2
O=C(CN1C(=O)NC2(CCCC2)C1=O)NCCN1C(=O)S/C(=C\c2ccccc2F)C1=O	.	-4	.	0	0%	.	-0.7%	.	-14	.	-8
O=C(NN1CCOCC1)c1ccccc1Br	2%	-5	-2%	17	-1%	1	-0.5%	12%	2	0%[11.5 µM]	-2
Cc1ccc(S(=O)(=O)N(CC(=O)N2CCOCC2)c2ccc(Br)cc2)cc1	-1%	12	0%	8	-1%	0	0.2%	4%	?	0%	0
Cc1cc(OCc2cc(C(=O)N(C)C3CCOCC3)no2)cc(C)c1Cl	6%	5	-3%	-1	-9%	0	0.4%	-12%	?	-3%	3
COc1ccc(N2CCN(C(=O)CSc3nnnn3-c3ccc4c(c3)OCCO4)CC2)cc1	10%	9	-3%	-10	2%	0	-0.3%	8%	15	1%	9
CCOc1ccc(NC(=O)CSc2nnc(C3CC3)n2C)cc1	0%	6	2%	5	0%	2	0.0%	-28%	-7	2%	-6
Cc1cccc(N2C(=O)CC(N3CCN(c4ccccn4)CC3)C2=O)c1 (stereo unspecified)	-1%	-10	6%	1	0%	1	0.1%	-23%	1	0%	-19
Cc1sc(NC(=O)c2cc3ccccc3oc2=O)c(C(=O)OC(C)C)c1-c1ccccc1	1%	-2	14%	5	2%	2	-0.4%	-10%	?	-14%	-2
O=C(O)/C=C/C(=O)NCc1csc2ccccc12	1%	4	-25%	0	-2%	12	0.0%	.	7	-10%	2
COc1ccc2[nH]c(C(=O)N(C)Cc3ccccc3)c(C)c2c1	-2%	2	16%	-19	-12%	1	-0.3%	?	-2	.	-24
Cc1[nH]c(-c2ccco2)nc1C(=O)O	-2%	-16	-15%	-10	2%	1	-0.8%	26%	0	-9%	2
CN1CCN(C2=C(NS(=O)(=O)c3cccs3)C(=O)c3ccccc3C2=O)CC1	0%	16	-7%	-9	0%	-31*	0.3%	.	0	1%	11
COc1ccccc1NC(=O)N1CCCC1C(=O)NCc1cccs1 (stereo unspecified)	2%	-5	7%	-8	-1%	4	0.0%	0%	2	-2%	13
COCCCNC(=O)/C=C/c1cccc(Cl)c1	0%	1	-2%	11	-2%	-2	0.3%	-30%	5	-4%	0
O=C(COC(=O)c1ccccc1)NCc1cccs1	3%	3	12%	16	-3%	-1	-0.5%	-12%	23	-13%	-2
NNc1ccc2c(C(F)(F)F)cc(C(F)(F)F)nc2n1	4%	-12	1%	2	4%	0	0.2%	6%	0	9%	-5
CCOc1ccc(C2=Nn3c(CC)nnc3SC2)cc1	.	-16	.	11	2%	.	-0.3%	.	12	.	-5
CC(C)c1c(C(=O)N/N=C2\CCc3ccccc32)nnn1-c1nonc1N	-3%	-11	4%	-1	1%	.	-0.7%	.	9	.	-7
CSCCC(NC(=O)c1ccccc1)C(=O)OCC(=O)c1ccc[nH]1 (stereo unspecified)	0%	-2	1%	-12	-3%	-3	-0.8%	2%	-8	5%	1
COc1ccc(OC)c(NC(=O)c2cc(-c3cc(C)c(C)cc3O)n[nH]2)c1	-1%	2	-12%	8	1%	0	-0.1%	?	4	.	12
Cc1nc(C)c(C(=O)N/N=C/c2c[nH]c3ccccc23)s1	1%	19	6%	-5	2%	-2	0.0%	.	-4	-6%	5
COc1ccc(NC(=O)CSc2nnc(N)s2)cc1S(=O)(=O)N1CCCCC1	.	-4	.	3	5%	.	-0.3%	.	.	.	-11
CC(=O)c1ccc(NC(=O)COC(=O)CCC(=O)c2cccs2)cc1	-1%	4	-1%	10	5%	3	-1.1%	-12%	4	-6%	-5
Nc1c(-c2cccs2)cnn1-c1nc(-c2ccc(F)cc2)cs1	-2%	18	3%	-47	3%	1	0.2%	?	1	-2%	-7
COc1ccc(CNC(=O)c2ccc(Cl)c(NC3=NC4CS(=O)(=O)CC4S3)c2)cc1 (stereo unspecified)	.	-3	.	-12	3%	-1	-1.7%	2%	-2	-5%	4
COCCCNC(=O)c1ccc(Cn2c(=O)c3ccccc3n(CC(=O)NCCc3ccc(OC)c(OC)c3)c2=O)cc1	-1%	-11	-2%	8	1%	5	0.1%	13%	8	9%	5
O=C(Nc1cc(Cl)c(O)c(Cl)c1)C1CCCO1 (stereo unspecified)	-2%	0	-25%	5	-1%	3	-0.2%	0%	0	-21%	-2
COc1ccc(C(=O)N2CCN(c3ccc(F)cc3)CC2)cc1S(=O)(=O)NC1CC1	.	5	.	14	2%	.	0.0%	.	0	.	14
CC1CCN(C(=O)Cn2cc(C(=O)C3CC3)c3ccccc32)CC1	-2%	?	-4%	3	4%	0	0.1%	2%	2	1%	-1
CCS(=O)(=O)Nc1ccc(C(=O)CC2(O)C(=O)Nc3ccccc32)cc1 (stereo unspecified)	-5%	-1	-1%	22	1%	3	-0.2%	3%	-2	23%	0
COc1ccccc1NC(=O)CSc1ccc(-c2ccco2)nn1	-3%	10	13%	.	3%	.	0.2%	.	-1	4%	-2
O=C(COC(=O)/C=C/c1ccccc1)NC1CCCCC1	.	19	.	-3	4%	.	-0.1%	.	7	.	-19
O=C(COC(=O)c1n[nH]c(=O)c2ccccc12)c1ccc(Br)cc1	-1%	5	-10%	-3	0%	0	-0.9%	-25%	-6	-1%	6
Cc1ccc(NC(=O)CSc2ccc(Br)cc2)cc1S(=O)(=O)N1CCOCC1	.	17	.	-26	-1%	.	0.0%	.	8	.	1
Fc1ccccc1NC(=S)Nc1cccnc1	1%	-14	?	8	0%	0	-0.1%	-4%	-3	4%	13
C[C@@H]1CC[C@]2(C(=O)O[C@@H]3O[C@H](CO)[C@@H](O)[C@H](O)[C@H]3O)CC[C@]3(C)C(=CCC4[C@@]5(C)C[C@@H](O)[C@H](O)[C@@](C)(C(=O)O[C@@H]6[C@H](O)C[C@@]7(C)C(CC[C@]8(C)C7CC=C7[C@H]9[C@](C(=O)O[C@@H]%10O[C@H](CO)[C@@H](O)[C@H](O)[C@H]%10O)(CC[C@@H](C)[C@@]9(C)O)CC[C@]78C)[C@@]6(CO)C(=O)O)C5CC[C@]43C)[C@@H]2[C@]1(C)O (stereo partly specified)	.	24	.	-4	-8%	.	6.5%	.	.	.	-8
COc1ccccc1NC(=O)C1=C(C)NC2=C(C(=O)CC(c3ccc(OC)c(OC)c3)C2)C1c1coc2ccccc2c1=O (stereo unspecified)	.	4	53%[activator]	-6	-11%	-4	3.7%	1%	-2	7%	25
COc1ccc(Cl)cc1NC(=O)c1cccnc1	2%	4	1%	-30	3%	-2	0.3%	13%	1	-13%	-28
Cc1cccc(-n2c(C)nc3c(cnn3-c3ccc(F)cc3)c2=O)c1	-1%	-19	5%	-10	2%	3	-0.8%	-24%	?	-1%	3

Not all compounds are listed (hit frequency here may not be typical).
